Screening data from PubChem BioAssay.
RNase H inhibition: RNase H inhibition, HIV 1 Gag Pol polyprotein, FRET biochemical assay, screening (AID 372). HIV-1 RT RNase H, FRET RNA/DNA substrate fluorescence; higher % means a stronger effect. one-dose inhibition, % at 10 µM; IC50 in µM for titrated hits. hit rate 0.77% among 100,000; in the data active = inhibition above about 50%
* hit, by the source's call. These rows are one share of the data, so the mix of outcomes need not match the whole.

SMILES | RNase H inhibition
CN(N)c1nc(N2CCOCC2)nc(N2CCOCC2)n1 | 0.0%
O=C1SCCC1NS(=O)(=O)c1cc(Cl)ccc1Cl (stereo not given) | 0.0%
O=C(CSc1nnnn1-c1ccccc1)N1CCCCC1 | 7.0%
O=C(Oc1ccc2c(-c3ccccc3)cc(=O)oc2c1)c1cccc(Cl)c1 | 21.0%
Cc1ccc(C(=O)Nc2ccc(Br)cc2)cc1S(=O)(=O)Nc1ccccn1 | 8.0%
CCCOc1cccc(C(=O)Nc2c(C)ccc3nsnc23)c1 | 8.0%
Cc1ccccc1C(=O)Nc1cccc(NC(=O)c2cccc3ccccc23)c1 | 21.0%
N#Cc1c(NC(=O)C2c3ccccc3Oc3ccccc32)sc2c1CCCCC2 | 13.0%
C=CCNc1nc(-c2c(C)nc3ncccn23)cs1 | 1.0%
O=C(N/N=C/c1ccc(C(=O)O)cc1)C(=O)N1CCCCCC1 | 4.0%
Cc1ccc(CC2C(=O)N(c3ccc4ccccc4n3)C(=O)C2C)cc1 (stereo not given) | 4.0%
O=C(CSc1nnnn1-c1ccccc1)NN1C(=O)c2ccccc2C1=O | 0.0%
COc1cc(NC(=O)c2oc3ccc(Cl)cc3c2C)ccc1NC(=O)c1ccco1 | 12.0%
O=S(=O)(O)c1c(O)cnc2ccccc12 | 9.0%
Fc1cccc(Cl)c1CSc1nnc(-c2ccccc2)o1 | 7.0%
CCOC(=O)C1NN=C(C(=O)c2ccc(OC)cc2)C1c1ccccc1 (stereo not given) | 0.0%
O=C(Nc1ccc2c(c1)oc1ccccc12)c1ccco1 | 12.0%
C=CCc1ccccc1OCCSc1nc2ccc(N)cc2s1 | 28.0%
COc1cc(/C=C2\C(=O)NC(=O)N(c3ccc(F)cc3)C2=O)ccc1OCc1ccc(C(=O)O)cc1 | 7.0%
CCOc1ccc2c(c1)=C(c1sc(=S)[nH]c1O)C(=O)N=2 | 17.0%
C=CCN1C(=O)/C(=C/c2ccc(I)o2)SC1=S | 25.0%
CC1=C(C(=O)Nc2ccccc2C)C(c2cccs2)C(C#N)=C(SCC(=O)c2ccccc2)N1 (stereo not given) | 9.0%
O=C(/C=C/c1ccc(-c2ccccc2[N+](=O)[O-])o1)c1cc2ccccc2o1 | 13.0%
C=CCN1C(=O)/C(=C/c2cc(Cl)ccc2OCCOc2cc(C)cc(C)c2)SC1=S | 8.0%
Cc1ccc(N2NC(=O)/C(=C/c3ccc(-c4ccc5c(c4)COC5=O)o3)C2=O)cc1C | 13.0%
Remaining list, next part.
SMILES | RNase H inhibition
CC1(C)CC(=O)C2=C(C1)NC(=S)C(C#N)C2c1ccccc1 (stereo not given) | 0.0%
CCOc1ccc(N2C(=O)C3C4c5ccccc5C(CO)(c5ccccc54)C3C2=O)cc1 (stereo not given) | 0.0%
O=C1C(Cl)=C(N2CCN(c3ccccc3)CC2)C(=O)N1c1ccc(Br)cc1 | 11.0%
O=C(Nc1cccc(Cl)c1)C1CC(=O)N(c2ccc(Br)cc2)C1 (stereo not given) | 14.0%
COc1cccc2c(=O)c(CCC(=O)O)c(C)[nH]c12 | 0.0%
COc1ccc(C(=O)NC(=S)Nc2nc(-c3ccc(Br)cc3)cs2)cc1Cl | 1.0%
C=CCN1C(=O)/C(=C/c2ccc(OCCOc3cc(C)cc(C)c3)c(OCC)c2)SC1=S | 23.0%
COc1cc(/C=C2\C(=O)N(c3ccc(S(N)(=O)=O)cc3)N=C2C)cc(Br)c1O | 31.0%
O=C1c2ccccc2NC(c2ccc3c(c2)OCO3)N1Cc1ccco1 (stereo not given) | 7.0%
Cc1cccc(-c2noc(-c3ccc(C)c([N+](=O)[O-])c3)n2)c1 | 8.0%
CC(C)(CO)NCC(=O)NCCNc1ccc([N+](=O)[O-])cc1Cl | 20.0%
O=C(Nc1ccc(Cl)cc1Cl)C1C2C3CCC(C3)C12 (stereo not given) | 0.0%
O=S(=O)(Nc1cccc(-c2nc3cc(Cl)ccc3o2)c1)c1ccccc1 | 16.0%
CCc1ccccc1NC(=O)C(C)Sc1ccccc1 (stereo not given) | 0.0%
COc1cc(/C=N\NC(=O)c2cccc3ccccc23)ccc1O | 15.0%
O=C1OC(c2ccccc2)OC(=O)C1=Cc1ccc(-c2cc(C(=O)O)ccc2Cl)o1 (stereo not given) | 20.0%
O=CN1N=C(c2ccc(Cl)cc2)CC1(O)C(F)(F)F (stereo not given) | 0.0%
COc1ccc(C2CC(=O)C3=C(C2)Nc2ccccc2NC3c2ccc(C)c([N+](=O)[O-])c2)cc1OC (stereo not given) | 15.0%
CCOc1ccc(/C=N/NC(=O)C(C)N(c2ccc(OC)cc2)S(C)(=O)=O)cc1OCC (stereo not given) | 18.0%
Brc1ccccc1OCCCCn1ccnc1 | 9.0%
Cc1ccc(N2C(=O)CC(Sc3ccccc3C(=O)O)C2=O)cc1 (stereo not given) | 8.0%
O=C(NC(=S)Nc1ccc([N+](=O)[O-])cc1O)C12CC3CC(CC(C3)C1)C2 | 6.0%
CCOC(=O)c1ccccc1NC(=O)c1cncc(Br)c1 | 4.0%
CCOc1ccc(C(=O)NC(=S)N2CCN(c3ccc(C(F)(F)F)cc3[N+](=O)[O-])CC2)cc1 | 6.0%
CN1C(=O)/C(=C\c2ccc([N+](=O)[O-])o2)SC1=S | 27.0%
Additional structures
SMILES | RNase H inhibition
COC(=O)C1=C(C(=O)OC)SC(=C2C(=S)C(C)(C)N(C(=O)c3ccccc3F)c3ccc(C)cc32)S1 | 24.0%
Cc1nc2n(CCN3CCOCC3)c3ccccc3n2n1 | 3.0%
O=[N+]([O-])c1ccc2nc(N3CCOCC3)sc2c1 | 17.0%
CC1CCN(CCCCOc2cc(Cl)ccc2Cl)CC1 | 0.0%
CCOC(=O)C1=C(C)N=c2s/c(=C\c3ccc(-c4cc([N+](=O)[O-])ccc4C)o3)c(=O)n2C1c1ccc(OC)c(OC)c1 (stereo not given) | 3.0%
CCOC(=O)C1=C(C)N=c2s/c(=C3\C(=O)N(CC(N)=O)c4ccccc43)c(=O)n2C1c1ccccc1 (stereo not given) | 4.0%
N=C1S/C(=C\c2ccc(-c3ccccc3[N+](=O)[O-])o2)C(=O)N1c1ccc2c(c1)OCO2 | 13.0%
CCOc1cc(C2Nc3ccccc3C(=O)N2Cc2ccccc2)ccc1O (stereo not given) | 9.0%
CCCN1C(=O)C(O)(C2COC(C)(C)CC2=O)c2ccccc21 (stereo not given) | 8.0%
COc1ccc(CNC(=O)c2cnn3c2NC(c2ccco2)CC3C(F)(F)F)cc1 (stereo not given) | 12.0%
CCCP(=O)(CCC)CCP(=O)(c1ccccc1)c1ccccc1 | 10.0%
COCCOC(=O)C1=C(C)NC(=O)CC1c1ccccc1Cl (stereo not given) | 0.0%
COc1ccc(-c2cc(C(F)(F)F)n3nc(C(=O)N4CCCC4)c(Cl)c3n2)cc1 | 8.0%
COc1cccc(CN2CCN(Cc3ccccn3)CC2)c1OC | 8.0%
C#CCOc1c(Cl)cc(C=O)cc1OCC | 7.0%
CCCCCCCCCCCCCCCCCC(=O)N1CCc2ccc([N+](=O)[O-])cc21 | 2.0%
CCN(CC)c1ccc(C(=O)NCc2ccccc2OC)cc1 | 10.0%
CCCCNCCCCCCOc1cccc(Cl)c1Cl | 9.0%
Cc1ccc(NC(=O)CN(c2ccc(Cl)c(C(F)(F)F)c2)S(C)(=O)=O)cc1Cl | 12.0%
COc1ccc(C2/C(=C(/O)c3ccccc3)C(=O)C(=O)N2c2ccc(C)cc2)cc1OC (stereo not given) | 0.0%
O=C(NC(=S)Nc1cc(Cl)c(Cl)cc1Cl)c1ccccc1[N+](=O)[O-] | 33.0%
Cc1ccc(N(CC(=O)O)S(=O)(=O)c2ccccc2)cc1Cl | 4.0%
NC(=O)c1cccc(S(=O)(=O)N2CCCCC2)c1 | 15.0%
COc1ccccc1NC(=O)c1cccnc1 | 4.0%
CCOc1ccc(NC(=O)C(=O)NN=C(C)C)cc1 | 14.0%
Next results:
SMILES | RNase H inhibition
CCOC(=O)c1c(NC(=S)NC(C)=O)sc2c1CCC2 | 12.0%
CC1(C)Cc2ccccc2C(NNC(=O)C(F)(F)C(F)(F)C(F)(F)F)=N1 | 1.0%
O=C(O)/C=C/C(=O)N(CCc1ccccc1)C1CC(=O)N(c2ccccc2)C1=O (stereo not given) | 0.0%
Cc1cn(CC(=O)c2ccccc2)c2ccccc12 | 3.0%
NC(=O)c1c(NC(=O)c2ccccc2Cl)sc2c1CCC2 | 9.0%
CCCCN=Cc1c(O)n(-c2ccccc2C)c(=O)[nH]c1=O | 20.0%
CC(C)C(=O)Nc1ccc(Oc2ccc(Cl)cc2)cc1 | 20.0%
O=C(Cc1cccc2ccccc12)NCCNC(=O)Cc1cccc2ccccc12 | 21.0%
COCCCNC(=O)/C(=C/c1ccc(-c2ccc(Br)cc2)o1)NC(=O)c1ccccc1 | 13.0%
Cn1c(=O)c(N)c2c3c(c(Br)ccc31)C(=O)c1ccccc1-2 | 0.0%
O=C1NC(=S)NC(=O)C1=Cc1ccc(O)c(Cl)c1 | 8.0%
CCCN(CCC)C(=O)Cc1ccc(Cl)cc1 | 2.0%
Cc1cccc(C)c1NC(=O)c1ccc(CN2CCc3ccccc3C2)cc1 | 5.0%
O=C(/C=C/c1ccccc1)NC(CCC(=O)OCc1ccccc1)C(=O)OCc1ccccc1 (stereo not given) | 8.0%
Cc1ccc(Nc2nc(-c3ccc(Br)cc3)cs2)cc1 | 14.0%
Cc1ccc(C2CC(=O)C(C=Nc3ccccc3-c3ccccc3)=C(O)C2)cc1 (stereo not given) | 18.0%
Cn1c2ccc(CC(=O)O)cc2c2cc(CC(=O)O)ccc21 | 0.0%
Cc1cc(C)cc(N2C(=O)NC(=O)/C(=C\c3cccc(F)c3)C2=O)c1 | 10.0%
Cc1ccccc1NC(=O)C(=O)NCc1ccccc1 | 4.0%
CCOc1cc(/C=C(\C#N)c2nc3ccccc3[nH]2)cc(Br)c1OC | 14.0%
COc1cc(/C=c2\sc3nc4c(C)c(C)ccc4n3c2=O)cc(OC)c1O | 58.0%*
COc1cccc(-c2nnc(-c3ccc(Br)o3)o2)c1 | 3.0%
CCC(=O)Nc1ccc2oc(-c3ccc(Cl)c(Cl)c3)nc2c1 | 28.0%
Cc1cc(C)n(-c2nc(Nc3ccccc3C(F)(F)F)nc(-n3nc(C)cc3C)n2)n1 | 0.0%
COc1cc(/C=C2\N=C(c3cccs3)OC2=O)cc(Br)c1OCc1ccccc1F | 8.0%

17 successive entries out of the list so far, for reference:
SMILES | RNase H inhibition
COCCCNC(=O)/C(=C/c1ccc(-c2ccc(Br)cc2)o1)NC(=O)c1ccccc1 | 13.0%
Cn1c(=O)c(N)c2c3c(c(Br)ccc31)C(=O)c1ccccc1-2 | 0.0%
O=C1NC(=S)NC(=O)C1=Cc1ccc(O)c(Cl)c1 | 8.0%
CCCN(CCC)C(=O)Cc1ccc(Cl)cc1 | 2.0%
Cc1cccc(C)c1NC(=O)c1ccc(CN2CCc3ccccc3C2)cc1 | 5.0%
O=C(/C=C/c1ccccc1)NC(CCC(=O)OCc1ccccc1)C(=O)OCc1ccccc1 (stereo not given) | 8.0%
Cc1ccc(Nc2nc(-c3ccc(Br)cc3)cs2)cc1 | 14.0%
Cc1ccc(C2CC(=O)C(C=Nc3ccccc3-c3ccccc3)=C(O)C2)cc1 (stereo not given) | 18.0%
Cn1c2ccc(CC(=O)O)cc2c2cc(CC(=O)O)ccc21 | 0.0%
Cc1cc(C)cc(N2C(=O)NC(=O)/C(=C\c3cccc(F)c3)C2=O)c1 | 10.0%
Cc1ccccc1NC(=O)C(=O)NCc1ccccc1 | 4.0%
CCOc1cc(/C=C(\C#N)c2nc3ccccc3[nH]2)cc(Br)c1OC | 14.0%
COc1cc(/C=c2\sc3nc4c(C)c(C)ccc4n3c2=O)cc(OC)c1O | 58.0%*
COc1cccc(-c2nnc(-c3ccc(Br)o3)o2)c1 | 3.0%
CCC(=O)Nc1ccc2oc(-c3ccc(Cl)c(Cl)c3)nc2c1 | 28.0%
Cc1cc(C)n(-c2nc(Nc3ccccc3C(F)(F)F)nc(-n3nc(C)cc3C)n2)n1 | 0.0%
COc1cc(/C=C2\N=C(c3cccs3)OC2=O)cc(Br)c1OCc1ccccc1F | 8.0%

The listing continues.
SMILES | RNase H inhibition
Cc1cc(OCCCOc2cccc3cccnc23)ccc1Cl | 29.0%
COc1cc(C(=O)NNc2ccccc2)cc(OC)c1OC | 3.0%
O=C(N/N=C/c1ccc(Cl)cc1Cl)c1cc(Br)ccc1O | 0.0%
CCCc1nnc(NC(=O)c2cccc(OCC)c2)s1 | 0.0%
CCCOc1cccc(C(=O)NC(=S)Nc2cc(Cl)c(Cl)cc2Cl)c1 | 7.0%
CCC(=O)N1N=C(c2cccc([N+](=O)[O-])c2)CC1c1ccc(OC)cc1 (stereo not given) | 9.0%
Cc1nnc(Nc2ccccc2O)c2ccccc12 | 8.0%
O=C1C=CC(Br)=C/C1=C/N(O)c1ccccc1 | 5.0%
CCOC(=O)c1ccc(N2C(=O)C=CC2=O)cc1 | 2.0%
COc1cc([N+](=O)[O-])ccc1NC(=O)c1cc(Cl)c(OC)c(Cl)c1 | 11.0%
COc1ccc(S(=O)(=O)Nc2cc3c(C(=O)OC(C)C)c(C)oc3c3ccccc23)cc1 | 2.0%
NC(=O)c1cccc(N=Cc2cc(Br)ccc2O)c1 | 6.0%
Cc1ccc(N=Cc2cc(Cl)cc(Cl)c2O)cc1F | 0.0%
Cc1cc2nc(-c3ccc(C)c(NC(=O)c4ccc([N+](=O)[O-])cc4Cl)c3)oc2cc1C | 5.0%
COc1ccccc1N1CCN(/N=C(\C)c2ccncc2)CC1 | 2.0%
COc1cc(/C=C2/C(=N)N3N=C(C(C)C)SC3=NC2=O)ccc1OCc1ccccc1Cl | 19.0%
O=C(O)CCN1C(=O)/C(=C/c2ccc(-c3ccc(Cl)cc3)o2)SC1=S | 24.0%
COc1ccc(OC)c(NS(=O)(=O)c2ccc(Cl)cc2)c1 | 0.0%
O=C1C=CC(Nc2cccc([N+](=O)[O-])c2)C1Nc1cccc([N+](=O)[O-])c1 (stereo not given) | 0.0%
COc1ccc2nc(SCc3cccc([N+](=O)[O-])c3)nc(C)c2c1 | 13.0%
O=C1C2C3C=CC(CC3)C2C(=O)N1c1ccc(Br)cc1 (stereo not given) | 15.0%
CN(C)CCNC(=O)/C(=N\O)c1ccccn1 | 3.0%
CCc1ccc(C2(c3ccc(CC)cc3)CC2C(=O)Nc2nccs2)cc1 (stereo not given) | 10.0%
O=C(N/N=C/c1ccco1)c1cc(Br)cc(Br)c1O | 0.0%
